M4 PAM: potentiates acetylcholine response at human M4 receptor. P08173. CHO-K1 hM4/Gqi5, Fluo-8 calcium fluorescence, ACh EC20; 0% = ACh EC20, 100% = maximal ACh. activation, % at 3 µM. 360,000 tested, 0.4% active;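 active = activation above its plate's cutoff, the mean activation of sample wells plus 3 SD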; also: some results filed as inactive read as strong as hits
Target sequence (P08173 whole entry, looked up): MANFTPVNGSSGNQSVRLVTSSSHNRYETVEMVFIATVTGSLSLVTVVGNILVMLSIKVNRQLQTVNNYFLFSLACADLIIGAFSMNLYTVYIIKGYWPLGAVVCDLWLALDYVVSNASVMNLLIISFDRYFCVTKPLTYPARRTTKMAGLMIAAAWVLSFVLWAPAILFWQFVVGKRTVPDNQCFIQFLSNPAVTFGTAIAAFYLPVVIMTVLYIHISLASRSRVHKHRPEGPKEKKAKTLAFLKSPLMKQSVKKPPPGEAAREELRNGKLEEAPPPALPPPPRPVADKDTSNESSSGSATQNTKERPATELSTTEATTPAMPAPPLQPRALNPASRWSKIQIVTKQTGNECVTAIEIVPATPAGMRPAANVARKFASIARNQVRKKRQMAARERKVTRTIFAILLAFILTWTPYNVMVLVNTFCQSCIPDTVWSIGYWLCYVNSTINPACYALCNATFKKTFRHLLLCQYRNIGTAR
CHO-K1 Ca PAM: nonselective activator or artifact in parental CHO-K1 calcium assay. ATP EC20, Fluo-8 calcium fluorescence; 0% at ATP EC20, 100% at ATP max. activation, % at 3 µM. 360,000 tested, 0.02% active;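 active = activation above the run cutoff, the mean activation of all test compounds plus 3 SD, cut at about 40% in these data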;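 also: peak over basal fluorescence ratio in a 140 s read after ATP addition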
CRFBP-R2 block: antagonists of CRF-binding protein/CRF-R2 receptor complex; HEK293 CRF-R2/CRF-BP, CRF-induced calcium fluorescence; inhibition, % at 11.8 µM; 350,000 tested, 0.59% active; AID 588475;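 active = inhibition of the ligand-induced calcium signal above about 50% at the single tested concentration, limit read from the data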
M5 ag: CHRM5 agonism in calcium assay; CHO-K1 hM5 cells, Fluo-8 calcium fluorescence; 0% DMSO wells, 100% maximal acetylcholine response; activation, % at 3 µM; 360,000 tested, 0.19% active;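 active = activation above the run's mean over test compounds plus 3 SD, cut at about 23% in these data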;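 also: signal is peak over basal fluorescence ratio across the kinetic read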
Target sequence (P08912 whole entry, looked up): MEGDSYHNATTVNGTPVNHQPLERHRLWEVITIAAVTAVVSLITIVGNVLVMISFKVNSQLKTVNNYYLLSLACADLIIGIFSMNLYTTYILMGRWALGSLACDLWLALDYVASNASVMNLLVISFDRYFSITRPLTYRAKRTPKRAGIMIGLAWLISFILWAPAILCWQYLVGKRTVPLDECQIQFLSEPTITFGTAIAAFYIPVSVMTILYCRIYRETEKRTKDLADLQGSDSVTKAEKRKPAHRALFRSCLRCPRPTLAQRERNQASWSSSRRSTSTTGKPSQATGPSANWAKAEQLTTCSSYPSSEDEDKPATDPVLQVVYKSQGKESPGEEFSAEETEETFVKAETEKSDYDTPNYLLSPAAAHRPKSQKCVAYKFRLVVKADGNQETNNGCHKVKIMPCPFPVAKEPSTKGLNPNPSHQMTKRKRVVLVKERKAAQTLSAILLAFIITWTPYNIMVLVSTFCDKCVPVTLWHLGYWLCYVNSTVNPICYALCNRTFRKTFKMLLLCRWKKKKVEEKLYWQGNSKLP
CRFBP-R2 agonist: agonists of human CRF-binding protein/CRF-R2 receptor complex | HEK293 CRF-R2/CRF-BP, calcium dye fluorescence (FLIPR); percent of saturating CRF peptide response | AID 588473 | 350,000 tested, 0.46% active | activation, % at 13.2 µM;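 active = activation of at least 50%, plus an integration ratio under a set limit after plate pattern correction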;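 also: plate controls were neutral control wells without compound for no effect and CRF at EC100 for full effect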
CHRM5 PAM: positive allosteric modulators of human muscarinic M5 receptor. P08912. CHO-K1 hM5, Fluo-8 calcium, ACh EC20 PAM; 0% = ACh EC20, 100% = ACh EC100. activation, % at 3 µM. 360,000 tested, 0.3% active. AID 624038;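 active = activation above the run cutoff, the mean activation of all test compounds plus 3 SD, cut at about 18% in these data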
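Test system: CHO-K1 hM5 cells / Doses: single-point, 3 µM nominal / Times: Post-acetylcholine fluorescence recording 140 s / Technique: Fluo-8 calcium fluorescence / Measure: Max/basal fluorescence ratio as % of EC20–EC100 ACh window / Benchmarks: low control EC20 acetylcholine (0%), high control EC100 acetylcholine (100%) / Replicates: one well per compound, no replicates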
M5 antag: blocks acetylcholine activation of human M5 receptor | P08912 | CHO-hM5 cells, Fluo-8 calcium fluorescence, ACh EC80 | inhibition, % at 3 µM | 360,000 tested, 0.59% active;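 active = inhibition above a per-plate cutoff, the mean of that plate's test compounds plus 3 SD, cut at about 27% in these data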;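 also: 0% = acetylcholine EC80 with DMSO and 100% = DMSO without agonist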
TAAR1 ag: human TAAR1 agonism; Q96RJ0; CHO RD-HGA16 TAAR1, Fluo-8 calcium fluorescence; vehicle wells 0%, saturating PEA agonist 100%; activation, % at 3 µM; 360,000 tested, 0.99% active;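 active = activation above the mean activation of all test compounds in the run plus 3 SD, cut at about 38% in these data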
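test system = CHO RD-HGA16 cells carrying human TAAR1 plus Gα16 | schedule = 17-24 h seeding, 75 min 37 °C dye, 30 min RT | compound dosing = 3 µM single concentration | control set = DMSO and PEA EC100 | replicates = n 1 | signal = Fluo-8 fluorescence, 5 s baseline then 140 s kinetic read | measure = percent activation vs PEA EC100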
TAAR1 antag: human TAAR1 antagonism; Q96RJ0; CHO RD-HGA16 TAAR1, Fluo-8 calcium fluorescence, antagonist; inhibition, % at 3 µM; 360,000 tested, 1.5% active;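 active = inhibition above a per-plate cutoff, the mean inhibition of test compounds on that plate plus 3 SD, cut at about 49% in these data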;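 also: 0% = DMSO plus EC80 beta-PEA response and 100% = DMSO alone without agonist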
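Test system: hTAAR1-expressing CHO RD-HGA16 cells, Gα16-coupled; Probe or stimulus: EC80 β-phenethylamine stimulus; Compound dosing: single nominal final test compound concentration of 3 µM; Timing: 140 s kinetic read after compound, 140 s after agonist; Signal: Fluo-8 calcium-sensitive fluorescence; Measure: % inhibition of agonist calcium response; Controls: DMSO and EC80 PEA controls.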
The depositor's hits bear a star; . = no result given. Outcome played no part in choosing rows (roughly 4.2% active in at least one column).

nr	Structure	CRFBP-R2 block	M5 ag	TAAR1 ag	M5 antag	CRFBP-R2 agonist	M4 PAM	CHO-K1 Ca PAM	CHRM5 PAM	TAAR1 antag
1	O=C(NC1CCCc2c1cnn2-c1cc(F)cc(F)c1)c1cc[n+]([O-])cc1 (centres undefined)	3	-3	0	2	-0.1	-3	-9	-5	-14
2	CCc1nnc(NC(=O)CCC(=O)N2CCN(S(=O)(=O)c3ccc(OC)cc3)CC2)s1	2	-2	0	10	-1.2	-2	-1	-5	4
3	CCCn1nnnc1NC(=O)c1cc(Br)ccc1OC	7	-3	-1	6	1.9	5	18	-2	5
4	COc1cccc(NC(=O)CN(C)C(=O)c2ccc(NS(=O)(=O)c3ccc(F)cc3)cc2)c1	-1	-1	15	16	-0.2	-2	8	-3	6
5	COc1ccc(OC)c(C(=O)N2CCC(C(=O)c3ccc(F)cc3)CC2)c1	-15	2	7	-2	-6.2	1	-7	-2	-7
6	Cc1nc2ccccc2c(=O)n1NC(=O)C1CC1	13	-6	1	-4	0.0	1	9	-2	10
7	O=C(NCc1ccccc1)c1cc(C2CCCN(C(=O)c3ccc4c(c3)CCO4)C2)on1 (centres undefined)	.	2	0	-6	.	2	21	0	9
8	O=c1[nH]c(SCc2ccccc2)nc2c1sc1ccccc12	-15	2	5	-7	0.2	5	3	-3	-6
9	COc1ccccc1NC(=O)CC(=O)c1cccc([N+](=O)[O-])c1	-5	-1	5	13	-0.3	-5	27	-2	-2
10	CC1Cc2ccccc2N1Cc1nc2cc(Cl)ccc2c(=O)[nH]1 (centres undefined)	-28	1	0	-7	-0.6	-6	-8	0	6
11	O=C1COc2cc(S(=O)(=O)CCC(=O)N3CCCCC3)c(Cl)cc2N1	7	1	1	0	1.6	-2	-3	-1	-15
12	O=c1c(Cl)c(N2CCOCC2)cnn1-c1ncc(C(F)(F)F)cc1Cl	-9	-1	6	1	4.4	0	1	4	-4
13	COc1ccc(N=C2NC(=O)/C(=C\c3ccco3)S2)cc1	6	0	-2	12	-5.2	3	0	2	-10
14	COc1ccc(Cl)cc1-c1csc(N)n1	4	-2	4	9	1.9	1	-16	-2	-10
15	Cc1ccc(Cn2ccc(=O)c(Cc3c(Cl)cccc3Cl)c2C)cc1	-12	1	13	0	1.6	-1	-3	6	26
16	COc1cccc(-c2ccc(-c3noc(-c4ccccc4F)n3)c(OC)n2)c1	-18	1	9	-6	12	5	-6	2	-1
17	COC(=O)[C@@H](Cc1c[nH]c2ccccc12)NCc1cccc(B(O)O)c1	-15	2	2	-3	2.3	7	14	-3	1
18	Cc1ccc(NC(=O)COC(=O)CCC(=O)c2cccs2)c(C)c1	12	5	0	-1	-0.5	0	1	6	0
19	CCOc1ccc(S(=O)(=O)N2CCN(C(=O)c3oc4ccccc4c3C)CC2)cc1	17	-2	-1	5	-0.3	2	0	-18	24
20	COc1nn(CC(=O)N2N=C(C)CC2(O)C(F)F)cc1[N+](=O)[O-] (centres undefined)	0	-2	0	3	0.5	8	-20	5	-4
21	COc1cccc(C(=O)Nc2cc(NC(=O)c3ccco3)ccc2OC)c1	-1	-6	0	-2	-1.4	3	18	-1	-1
22	CN1CCC2(CC1)Nc1nc(SCc3ccc(Cl)cc3)nn1C1=C2CN(C)CC1	86*	-11	8	-1	1.1	-1	5	1	-10
23	O=c1oc(C2(O)CCCCC2)cc2ccc(-c3ccc4[nH]ccc4c3)cc12	-5	2	22	-3	-0.7	9	-20	5	-4
24	CC1(C)C2CC=C(/C=N/NC(=S)Nc3cccnc3)C1C2 (centres undefined)	26	-2	5	1	1.0	-5	15	2	1
25	CN1CCN(S(=O)(=O)c2ccc(Nc3ccc(F)cc3)nc2)CC1	5	-1	1	-6	0.3	7	26	12	-4
26	O=C(COC(=O)c1ccc(F)c([N+](=O)[O-])c1)NC(=O)NCc1ccccc1	4	3	6	9	-0.9	5	-1	3	-3
27	O=C(O)c1cccc(N2C(=S)N=C(Nc3ccccc3)C23CCCCC3)c1	0	1	4	0	0.7	6	18	-2	-3
28	O=C(O)Cn1cc(C(=O)C2CC2)c2ccccc21	-9	0	5	-11	6.7	22	7	3	1
29	CN1CC(=O)N(CC(=O)Nc2ccc(F)cc2)c2ccccc2C1=O	6	-8	6	-2	2.0	12	10	40*	-9
30	Cc1ccc(C)c(C(=O)Cn2c(NCCO)nc3ccccc32)c1	-11	-2	1	2	-2.2	-3	27	1	5
31	Cc1ccc(N=Cc2nc(-c3ccco3)oc2O)cc1	12	-1	0	3	0.8	-7	2	-4	17
32	COc1cccc(C2(C)NC(=O)N(CC(=O)c3cc(C)n(C4CC4)c3C)C2=O)c1 (centres undefined)	-23	8	17	7	1.9	12	7	-7	-1
33	CCOc1ccc(Br)cc1C(=O)N/N=C/c1ccc([N+](=O)[O-])cc1	13	-4	9	1	-8.1	-4	17	-4	-6
34	COc1ccc(-c2csc(NCCc3nc4cc(Cl)c(Cl)cc4n3CCCO)n2)cc1	4	-2	10	4	-1.3	0	0	-8	55*
35	Cc1cc(O)c(C(=O)Nc2cccc(Cl)c2)c(=O)n1C	1	-3	4	3	3.8	3	10	-2	-3
36	O=C(CN1C(=O)CCS(=O)(=O)c2ccccc21)Nc1ccccc1F	-2	-1	2	-4	-1.5	6	0	3	-27
37	Cc1cc2ncn(CCOc3ccccc3C#N)c2cc1C	8	3	15	4	-1.0	-12	10	-15	15
38	CCCCC(CC)Cn1c(O)c(/C=C2\C=NN=C2c2ccccc2)sc1=S (centres undefined)	-17	1	9	0	-0.7	-2	3	0	-7
39	Cc1ccc(C(=O)C=Cc2cccc(C)c2)cc1	59*	-1	0	-5	-0.8	7	8	6	-17
40	CC(C)CNC(=O)c1cc([N+](=O)[O-])ccc1N1CCOCC1	10	1	1	-1	-1.3	-4	18	0	-23
41	CS(=O)(=O)n1nc(-c2ccccc2)nc1N	-9	3	4	-4	-0.3	4	5	0	-8
42	CNC(=S)Nc1cc(OC)c(NC(=O)c2ccco2)cc1OC	-18	-1	4	-14	2.4	9	-5	9	1
43	Cc1cccc(OC(C)C(=O)Nc2nccs2)c1 (centres undefined)	5	-2	1	5	0.8	5	10	1	-2
44	Cc1ccc(S(=O)(=O)N2C[C@H]3C(=O)C[C@@H](c4ccccc4)N(S(C)(=O)=O)[C@H]3C[C@H]2c2ccccc2)cc1	.	2	5	-4	.	-9	7	3	-11
45	Cc1cccc(O)c1C	6	1	1	-6	-0.6	10	18	3	14
46	Cc1ccc(NC(=O)Nc2c(Cl)cccc2Cl)cn1	-75	1	5	0	-0.7	4	20	3	12
47	CCOC(=O)c1c(C)[nH]c(N=Nc2cccc(OC)c2)c1C	11	-6	3	6	-1.7	-11	8	-1	-3
48	Cc1ccc(NC(=O)C2CC(=O)N(c3ccc4c(c3)OCCO4)C2)cc1S(=O)(=O)N1CCCCCC1 (centres undefined)	5	1	0	2	-0.7	-1	-17	-3	22
49	CC(C)[C@H](NC(=O)OC(C)(C)C)C(=O)N1CCC(C(=O)N[C@@H](C)C(=O)Nc2ccc(F)cc2)CC1	11	-5	2	10	2.0	7	18	0	-19
50	N#C/C(=C(/O)COC(=O)CSc1ccc2ccccc2c1)c1nc2ccccc2[nH]1	-25	2	8	-5	1.5	-1	7	-9	12
51	COCCCNC(NC(=O)c1ccc(OC)cc1)C(Cl)(Cl)Cl (centres undefined)	15	4	2	1	-0.4	7	19	-2	-12
52	COc1ccc(CN(C)CC(=O)N2CCc3ccccc3C2)cc1	-10	-4	10	-1	-0.5	-3	12	7	-2
53	Cc1cc(C)cc(NC(=O)c2cccc(NC(=O)c3ccco3)c2)c1	-1	-1	13	16	0.7	-10	-23	-20	2
54	O=C(COC(=O)C1=COCCO1)Nc1ncc(C(F)(F)F)cc1Cl	0	-8	0	-1	-1.0	-8	3	-14	5
55	CC[n+]1cc(C)ccc1/C=C/c1ccc(N(C)C)cc1	-10	1	3	12	14	-5	6	-1	10
56	COc1ccccc1CN(C(=O)CNC(=O)c1ccco1)C(C(=O)NCC1CCCO1)c1ccc(OC)c(OC)c1 (centres undefined)	14	-4	-2	-2	1.3	5	-5	2	-24

Only M5 ag, CRFBP-R2 block and CHRM5 PAM, for some of the entries so far:
# | SMILES | M5 ag | CRFBP-R2 block | CHRM5 PAM
53 | Cc1cc(C)cc(NC(=O)c2cccc(NC(=O)c3ccco3)c2)c1 | -1 | -1 | -20
54 | O=C(COC(=O)C1=COCCO1)Nc1ncc(C(F)(F)F)cc1Cl | -8 | 0 | -14
55 | CC[n+]1cc(C)ccc1/C=C/c1ccc(N(C)C)cc1 | 1 | -10 | -1

New compounds follow.
nr	Structure	CRFBP-R2 block	M5 ag	TAAR1 ag	M5 antag	CRFBP-R2 agonist	M4 PAM	CHO-K1 Ca PAM	CHRM5 PAM	TAAR1 antag
57	CCCNC(=O)C1(C)CCN(C(=O)c2ccc3ccccc3c2)C1 (centres undefined)	.	1	4	11	.	-5	-11	-5	-14
58	COc1ccc(N2CCN(C(=S)NCc3ccc(C)cc3)CC2)cc1	16	-3	9	3	-1.3	2	12	4	15
59	COc1ccc(/C(C)=N/NC(=O)c2ccncc2)cc1	10	-4	-1	10	-1.2	3	10	9	-6
60	COc1ccc(NC(=O)c2ccc3c(c2)NC(=O)CS3)cc1S(=O)(=O)Nc1ccc(Br)cc1	3	-2	2	6	-1.6	3	19	-3	9
61	C/C=C(\C)CN1CCC(Oc2cccc(C(=O)NCc3ccccn3)c2)CC1	-7	-8	1	5	1.9	-12	-7	0	0
62	COc1ccc(N(C)C(=O)CCS(=O)(=O)c2cccc3nsnc23)cc1	5	-2	-4	23	-0.2	3	6	-5	5
63	CC(C)=CC(=O)NCCc1ccccc1	-26	1	42*	9	4.4	-2	-12	-3	14
64	O=C1CCCC(O)=C1N=Nc1cccc(S(=O)(=O)N2CCOCC2)c1	-4	-2	1	9	0.3	1	-24	-6	-19
65	O=C(CSc1ncnc2c1cnn2-c1ccccc1)NCC1CCCO1 (centres undefined)	7	0	11	9	-2.6	-16	5	-2	-21
66	O=C(CCc1ccc(S(=O)(=O)N2CCOCC2)cc1)Nc1ccc2c(c1)OCCO2	18	-3	0	6	-1.5	0	4	7	-7
67	COC(=O)C(Cc1ccccc1)NC(=O)CSc1nc(C)cc(=O)[nH]1 (centres undefined)	8	1	8	1	-0.1	-4	-8	-2	-17
68	CCCCCCSc1ccc(-c2nc3ccc(C)cn3c2NC2CCCCC2)cc1	-3	3	11	-13	3.6	-2	3	7	-11
69	O=C(COC(=O)c1ccc(O)cc1)NC(=O)NCc1ccccc1	-4	11	17	7	-1.0	2	8	0	2
